# AMA1 RON2 block: inhibitors of Plasmodium falciparum AMA1-RON2 interaction; 360,000 compounds, 0.2% hits; AlphaScreen AMA1-biotinylated RON2 peptide binding; Potency, µM (series often up to 58.2 µM), for the others: at the highest dose activity change, negative = inhibition, hits mostly inhibitors;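 further: potency means the concentration at half of the fitted maximal effect; 0% = vehicle wells and -100% = peptide control; nearly all actives have a fitted effect of over 45% in size; some results filed as inactive show a strong effect at the top dose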
#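 AMA1 (3D7) with his tag at 25 nM final met compounds first, then biotinylated RON2 peptide at 25 nM; detection used donor plus acceptor beads, 10 µg/mL apiece, read by AlphaScreen after 30 min at room temperature.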
# HCMV antiviral: human cytomegalovirus inhibition | HFF cells, HCMV-luciferase reporter, 72 h; hits give low values | activity change, negative = inhibition, % at 57.5 µM | 410,000 compounds, 4.5% hits | AID 1259415; in the data active means activity change below about -60%; inconclusive means no clear call, values can overlap the other calls; inactive means above about -39%
#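 Screen run at 2 compound doses on HFFs infected with reporter HCMV, MOI 1 PFU/cell. Luciferase activity from cell lysates at 72 h post infection gave inhibition relative to buffer-only and Salinomycin wells.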
# AmpC no deterg: blocks E. coli AmpC beta-lactamase in detergent-free assay | AID 485341 | AmpC nitrocefin hydrolysis, absorbance 480 nm, 0.0001% Triton | P00811 | 330,000 compounds, 0.52% hits | Potency, µM (highest dose often 57.1 µM), for inactives: top-dose activity change, negative = inhibition, actives largely listed as inhibitors;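 further: potency means the concentration at half of the fitted maximal effect; plate controls were no compound for no effect and no enzyme for full effect; nearly all actives have a fitted effect of over 20% in size; some results filed as inactive show a strong effect at the top dose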
# Target sequence (P00811 whole entry, looked up): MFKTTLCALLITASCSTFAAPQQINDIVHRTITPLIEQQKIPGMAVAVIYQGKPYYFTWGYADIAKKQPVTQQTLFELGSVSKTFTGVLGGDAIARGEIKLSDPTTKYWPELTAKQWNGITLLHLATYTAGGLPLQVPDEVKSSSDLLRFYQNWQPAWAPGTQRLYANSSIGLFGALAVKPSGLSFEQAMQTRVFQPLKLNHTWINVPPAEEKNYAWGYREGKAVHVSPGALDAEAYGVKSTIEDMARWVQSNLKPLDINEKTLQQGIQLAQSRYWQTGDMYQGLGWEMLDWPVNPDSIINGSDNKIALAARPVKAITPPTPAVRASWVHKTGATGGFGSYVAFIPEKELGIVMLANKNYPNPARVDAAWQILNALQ
#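 20 mM phosphate pH 7.0 + 0.01% (detergent screen) or 0.0001% Triton X-100; 5.3 nM AmpC reagent; cpd preinc 15 min RT; nitrocefin (800 uM stock) to start; A480 q20 s × 4 min; Activity was normalised to no-enzyme and no-compound control wells.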
# HCV inh: HCV inhibition; AID 651820; Potency, µM (highest dose often 41.8 µM), for inactives: top-dose activity change, negative = inhibition, most hits filed as inhibitors; 340,000 compounds, 3.4% hits; Huh7.5.1 HCVcc-Cre infection, luciferase reporter, 44 h; further: potency means the concentration at half of the fitted maximal effect
#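 Infectious HCVcc-Cre (~0.5 moi) was added to cells just after compound, with cells seeded 4 h earlier at 1,000 per well. Luciferase activity after 44 h culture reported infection; substrate was incubated 15 min at room temperature before reading.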
# LmPK inhibitor: LmPK (Leishmania mexicana) enzyme inhibition; AID 1721; 290,000 compounds, 0.37% hits; Potency, µM (doses to about 57.5 µM), without a hit: at the highest dose activity change, negative = inhibition, usual class: inhibitors; purified LmPK, Kinase-Glo ATP luminescence, 1 h; Q27686; further: potency means the concentration at half of the fitted maximal effect
# Target sequence (Q27686 whole entry, looked up): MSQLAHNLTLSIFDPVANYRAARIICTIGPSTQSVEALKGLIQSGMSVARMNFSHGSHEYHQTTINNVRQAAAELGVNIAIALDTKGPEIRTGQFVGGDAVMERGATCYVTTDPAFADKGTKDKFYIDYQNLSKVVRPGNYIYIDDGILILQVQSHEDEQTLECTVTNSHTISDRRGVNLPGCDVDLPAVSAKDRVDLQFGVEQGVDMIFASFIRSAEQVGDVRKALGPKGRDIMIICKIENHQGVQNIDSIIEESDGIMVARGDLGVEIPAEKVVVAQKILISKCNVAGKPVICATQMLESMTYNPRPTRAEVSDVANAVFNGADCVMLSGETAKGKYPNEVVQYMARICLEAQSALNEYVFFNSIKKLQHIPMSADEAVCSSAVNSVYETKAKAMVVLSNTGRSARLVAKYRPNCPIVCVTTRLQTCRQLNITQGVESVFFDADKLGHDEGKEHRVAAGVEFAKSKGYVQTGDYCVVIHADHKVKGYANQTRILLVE
#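 qHTS format; LmPK 0.1 nM; substrates PEP 0.5 mM and ADP 0.1 mM. One-hour room-temperature incubation, then coupled luciferase luminescence; 0.5 nM enzyme wells mark activation.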
# Tb PYK inh: inhibitors of Trypanosoma brucei pyruvate kinase. TbPYK enzyme, Kinase-Glo Plus ATP luminescence, 45 min. 410,000 compounds, 0.12% hits. Potency, µM (series often up to 76.8 µM), inactives show at the highest dose activity, negative = inhibition, usual class: inhibitors; further: potency means the concentration at half of the fitted maximal effect; nearly all actives have a fitted effect of over 50% in size
#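 Screened from lowest to highest concentration, compounds were pinned into TbPYK/substrate mixtures, and ADP (130 uM final) was added. Plates sat at room temperature for 45 min prior to Kinase-Glo Plus detection by luminescence.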
# AmpC detergent: AmpC beta-lactamase inhibition with detergent present. Potency, µM (highest dose often 114 µM), without a hit: at the top dose activity change, negative = inhibition, actives largely listed as inhibitors. AmpC hydrolysis of nitrocefin, absorbance 480 nm, 0.01% Triton. 370,000 compounds, 0.041% hits;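 further: potency means the concentration at half of the fitted maximal effect; 0% = no-compound wells and -100% = no-enzyme wells; nearly all actives have a fitted effect of over 25% in size; some results filed as inactive show a strong effect at the top dose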
#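 20 mM phosphate pH 7.0 + 0.01% (detergent screen) or 0.0001% Triton X-100; 5.3 nM AmpC reagent; cpd preinc 15 min RT; nitrocefin (800 uM stock) to start; A480 q20 s × 4 min; Activity was normalised to no-enzyme and no-compound control wells.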
# Active calls of the source: *; ? = inconclusive; . = not tested or not shown; & = joins results of further samples; [ ] = another dose, or the depositor's remark. Unless noted, the call rests on the fitted dose curve; in most records, active means well fitted curve in the direction sought with a large enough effect; inconclusive means small, poorly fitted or top-dose-only effect, or another doubt; inactive means no such curve, though single readings can be large; an effect the other way counts as inactive or inconclusive. Unless noted, on the % scale 0 is the no-effect control and ±100 the full control effect.
mol	AMA1 RON2 block	HCMV antiviral	AmpC no deterg	HCV inh	LmPK inhibitor	Tb PYK inh	AmpC detergent
O=Cc1ccc(-c2nc3ccccc3s2)o1	-12.3%	27.3	-17.4%	16.7%	15.8µM*	-12.6%	6.5%
CC1=C(C)CC(C(=O)NC2CCCC2)C(C(=O)O)C1 (configuration not stated)	26.2%	5.1	-11.7%	7.4%	2.6%	27.6%	-9.3%
COc1ccccc1NC(=O)CSc1nc(=O)n(CCN(C)C)c2c1CCCC2	8.6%	-30.3	13.2%	11.7%	.	-9.4%	-12.1%
CCCCn1c(N)c(N(CCOC)C(=O)c2cccc(N3C(=O)c4ccccc4C3=O)c2)c(=O)[nH]c1=O	12.9%	-0.5	-10.2%	5.1%	.	0.1%	-12.5%
Cc1ccccc1C(=O)Nc1ccc(C(=O)NNC(=O)CCCOc2ccc(Cl)cc2Cl)cc1	-15.9%	-0.2	-15.4%	-22.3%	2.4%	0.3%	?
Cc1ccc(-c2nn(-c3ccccc3)c3[nH]c(=O)c(CNCCN(C)C)cc23)cc1	.	.	71.4%[activator]	13.2%	2.4%	.	-0.7%
CC(C)C(O)(C#CCN1CCCCC1)C(C)C	-4.1%[11.6 µM]	-11.0	11.7%	-4.8%	1.7%	3.5%	8.7%
COCCCNC(=O)c1cc(-c2cccnc2)nc2ccc(S(=O)(=O)N3CCCCCC3)cc12	7.7%	23.0	-1.6%	19.1%	-8.2%	0.1%	-8.7%
O=Nc1c(O)n(Cc2cccc(Cl)c2)c2ccccc12	-14.7%	-8.2	-27.9%	-24.7%	3.3%	2.1%	-6.7%
CCC(=O)N1CCc2cc(S(=O)(=O)CCC(=O)Nc3ccc(CC)cc3)ccc21	21.7%	-17.4	-6.5%	11.5%	-0.7%	-1.8%	1.3%
CN1C(=O)[C@H]2[C@@H](c3ccc(F)cc3)N3C(=O)c4ccccc4NC(=O)[C@@]3(C)[C@H]2C1=O	7.8%	.	-4.4%	21.4%	-0.4%	4.3%	-2.3%
CN(C)/C=N/C(=S)Nc1ccc(Cl)c(Cl)c1	40.5%[activator]	?	-2.9%	-26.7%	-9.6%	-5.6%	8.4%
O=S1(=O)CCC(NS(=O)(=O)/C=C/c2ccccc2)C1 (configuration not stated)	11.6%	15.1	-1.9%	11.1%	2.4%	-7.2%	-11.1%
CCn1nnnc1SCC(=O)Nc1ccc(F)cc1	11.4%	5.4	-12.2%	8.1%	-1.6%	-0.1%	-9.5%
Cc1ccc(-n2c(SCC(=O)Nc3cccc(C)c3)nc3c(oc4ccccc43)c2=O)cc1	.	-6.6&-24.3	-18.6%	8.1%	6.4%	-4.7%	19.8%&0.4%
Cc1oc(C(=O)O)cc1COc1cccc2cccnc12	-11.3%	27.3	-24.1%	10.2%	-5.5%	-11.5%	-19.2%
Cc1nc(N2CCOCC2)nc(N2CCN(c3ccccc3)CC2)c1[N+](=O)[O-]	-1.5%	?	-12.1%	0.3%	-0.6%	10.0%	-2.2%
O=C(COc1cccc2c1CCN(Cc1ccc(Br)cc1)C2=O)NCc1ccco1	-6.1%	16.6	-3.4%	?	2.0%	-7.2%	-3.1%
Cc1ccc2oc(=O)c3cnn(CC(=O)NCCN(C)C)c3c2c1	9.3%	11.1	-18.1%	4.3%	3.5%	-0.7%	-8.4%
COc1cc(NC(=S)Nc2ccc(OC(F)F)cc2)cc(OC)c1	95.2%[activator]	?	-56.1%	?	3.3%	0.5%	-6.7%
Cc1c(Cl)cccc1N1CC(C)(C)C1=O	30.5%	-10.5	-9.4%	-16.9%	-0.2%	-0.1%	7.2%
Cc1ccc(S(=O)(=O)N2CCOCC2)cc1C(=O)NC(=S)N(Cc1ccccc1)C(C)C	7.5%	-19.8	-29.9%	0.4%	-2.6%	0.5%	-8.3%
Cc1nn(Cc2ccccc2Cl)c(C)c1C(=O)OCC(=O)N1CC(C)OC(C)C1 (configuration not stated)	1.6%	-20.0	92.7%[activator]	1.3%	2.4%	-0.2%	0.7%
CC(C(=O)N(C)C)N1c2cccc3cccc(c23)S1(=O)=O (configuration not stated)	4.0%	2.8	-12.3%	7.5%	8.2%	-2.3%	?
Cc1ccc(S(=O)(=O)c2ccc(NC(=O)c3c(F)cccc3F)cc2)cc1	2.1%	20.4	-26.3%	4.6%	10.3%	-9.8%	-4.3%
O=C(N/N=C/c1cccc([N+](=O)[O-])c1)c1ccccc1-n1cccc1	-4.3%	-37.6	-38.4%	-14.2%	4.2%	3.8%	2.0%
Nc1nnn(CC(=O)N/N=C/c2cn[nH]c2-c2ccccc2)n1	28.4%	1.5	-14.8%	25.6%	15.1%	-7.1%	0.7%
CC1=C(C(=O)Nc2cccc(C(=O)N3CCC(C(N)=O)CC3)c2)SCCO1	11.0%	0.0	-12.1%	13.6%	-12.2%	0.1%	4.1%
Cn1nc(CC(=O)NCCN2C(=O)CSC2=O)c2ccccc2c1=O	-11.9%	-3.7	-12.2%	17.2%	0.1%	7.7%	-11.4%
CCN(CC)S(=O)(=O)c1ccc2oc(C(=O)NC(C)C)c(C)c2c1	-8.9%	-24.7	14.8%	?	-7.9%	-2.8%	-9.9%

# A stretch taken from the entries so far:
mol	AMA1 RON2 block	HCMV antiviral	AmpC no deterg	HCV inh	LmPK inhibitor	Tb PYK inh	AmpC detergent
O=Cc1ccc(-c2nc3ccccc3s2)o1	-12.3%	27.3	-17.4%	16.7%	15.8µM*	-12.6%	6.5%
CC1=C(C)CC(C(=O)NC2CCCC2)C(C(=O)O)C1 (configuration not stated)	26.2%	5.1	-11.7%	7.4%	2.6%	27.6%	-9.3%

# New compounds follow:
mol	AMA1 RON2 block	HCMV antiviral	AmpC no deterg	HCV inh	LmPK inhibitor	Tb PYK inh	AmpC detergent
COC(=O)C[C@@H]1C[C@H]2c3cc(NS(=O)(=O)c4ccccc4)ccc3O[C@H]2[C@@H](CO)O1	5.4%	-0.1	.	.	.	0.5%	.
COc1ccc(S(=O)(=O)N2CCCCCC2)cc1NC(=O)Cc1cc(OC)c(OC)c(OC)c1	-0.5%	2.2	93.7%[activator]	-9.8%	3.9%	-7.1%	-11.2%
CCN1C(=O)[C@H]2[C@@H](c3ccc(-c4ccccc4)cc3)N[C@@](Cc3ccccc3)(C(=O)OC)[C@H]2C1=O	0.0%	-21.3	42.5%[activator]	15.1%	.	-5.4%	-11.6%
CC(=O)NC(c1ccc(F)c(F)c1)c1nc(-c2cccs2)cs1 (configuration not stated)	-4.6%	33.1	.	.	.	2.5%	.
CCc1ccc(-c2[nH]nc3nc(-c4ccc(OC)cc4)cc(C(=O)NCCc4ccc(OC)c(OC)c4)c23)cc1	.	-91.4*	.	.	.	0.4%	1.4%
CC(=O)Nc1nc(C)c(-c2csc(Nc3ccc(O)cc3)n2)s1	14.8%	.	?	10µM*	1.2%	-20.7%	-2.8%
C=CCn1c(Cc2nc3ccc(Cl)cc3[nH]2)n[nH]c1=S	23.0%	-9.3	-49.4%	1.1%	21.1%	?	4.5%
COC(=O)c1ccc(S(=O)(=O)N2CCCN(Cc3cccc(Br)c3F)CC2)n1C	-3.3%	-74.5*	128.8%[activator]	?	-2.4%	3.1%	7.7%
O=S(=O)(NCC1NCCc2ccccc21)c1ccccc1 (configuration not stated)	22.9%	-12.7	-28.3%	-4.3%	-0.6%[11.5 µM]	-3.1%	1.8%
Cc1ccc(C(=O)C2=C(O)C(=O)N(Cc3cccnc3)C2c2ccc(OC(C)C)cc2)o1 (configuration not stated)	4.9%	-21.6	175.2%[activator]	14.3%	-9.8%	-1.8%	-7.4%
COCCCN(C(=O)CCSc1ccc(F)cc1)c1c(N)n(Cc2ccccc2)c(=O)[nH]c1=O	2.4%	-32.7	5.2%	-16.4%	.	1.9%	?
Cc1nnc(SCC(=O)Nc2cc(S(=O)(=O)N3CCOCC3)ccc2N2CCCC2)s1	3.3%	-21.7	.	12.4%	.	2.9%	.
CN1CC(=O)N/C1=N\C(=O)Nc1ccc(O)cc1	5.3%	.	-10.9%	8.7%	-3.0%	-4.4%	3.1%
CCOc1ccc(S(=O)(=O)Nc2cc(Cl)ccc2O)cc1	-8.2%	?	-41.0%	-18.1%	-0.1%	-12.9%	-13.1%
N#CCC(=O)Nc1ccc(C(=O)NCC(c2ccco2)N2CCCCC2)cc1 (configuration not stated)	5.1%	-25.5	-8.2%	4.2%	6.1%	-2.6%	-2.9%
CCc1ccc(-n2c(=O)c3c4c(sc3n(CC(=O)NCCCOC)c2=O)CCC4)cc1	.	12.8	.	.	.	-0.4%	17.1%
CSc1nc(-c2ccco2)nn1C(=O)Cc1ccccc1	-3.3%	4.9	-10.2%	1.2%	-3.1%	0.4%	?
CC(C)(C)C(=O)N1CCN(c2ccc([N+](=O)[O-])cc2-n2cccc2)CC1	-6.2%	-34.3	22.7%	?	6.0%	-3.6%	-0.6%
CCOC(=O)c1c(NC(=O)COC(=O)c2cc(OC)c(OC)cc2[N+](=O)[O-])sc(C)c1C	20.0%	-16.1	-40.0%	-9.0%	-3.4%	-2.8%	-1.6%
Cc1cc(C)cc(NC(=O)CSc2oc(-c3ccccc3)nc2S(=O)(=O)c2ccccc2)c1	.	-7.4	.	.	.	1.2%	-5.0%
Cc1ccc(C)c(NC(=O)CCN2C(=O)c3ccccc3C2=O)c1	-5.4%	?	-6.0%	9.2%	-0.6%	7.3%	3.7%
S=c1[nH]nc(/C=C/c2ccccc2)o1	5.2%	-24.7	-6.5%	-8.0%	-4.9%	-10.9%	-6.7%
COc1ccc(N2CCN(C(=O)CC(NC(N)=O)c3cccc(Oc4ccccc4)c3)CC2)cc1 (configuration not stated)	-25.5%	-4.9	140.0%[activator]	?	5.9%	-0.8%	?
COc1cc(C2C(C#N)=C(N)N(N(C)C)C3=C2C(=O)CCC3)ccc1O (configuration not stated)	36.4%[activator]	-19.7	-1.8%	14.6%	0.6%	1.0%	-0.8%
C=CCn1c(SCC(=O)Nc2cccc(S(N)(=O)=O)c2)nc2sc(C)c(C)c2c1=O	-2.8%[11.6 µM]	89.6	-31.2%	?	.	-6.9%	.
Cc1cc(C)n2nc(CC#N)c(C#N)c2n1	64.1%[activator]	9.8	-7.2%	11.4%	-1.0%	1.3%	?
CC1=C(C(=O)N(C(C)C)C(C)C)CC(CC(=O)NC2CCCC2)C(=O)N1Cc1ccc(F)cc1 (configuration not stated)	6.9%	-20.6	.	.	.	-4.2%	.

# Bioassay records (PubChem BioAssay)

# An unsorted share of the library; 7.5% or so of the library scored in one or more.
